# Screens (PubChem)
# HTRA1 inhibitor = blocks human HTRA1 serine peptidase; Q92743; recombinant HTRA1, FP-rhodamine activity-based probe, fluorescence polarization; inhibition, % at 5.96 µM; 340,000 tested, 0.5% active; in the data active = inhibition above about 36%;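 also: 0% = enzyme with DMSO and 100% = wells lacking enzyme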
# LEDGF integ inh = blocks HIV-1 LEDGF/p75-dependent DNA integration | TR-FRET IN-LEDGF/p75 DNA integration, Eu/Cy5 | inhibition, % at 3.7 µM | 370,000 tested, 0.64% active;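 active = inhibition above the screen-wide mean plus 3 SD, cut at about 13% in these data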;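 also: signal is the Cy5 over europium emission ratio at 671 and 618 nm; 0% = plate median of compound wells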
# PG9 Ab binder = binds the HIV-1 gp120 antibody PG9; inhibition, % at 6.7 µM; AID 624416; TR-FRET gp120-PG9 antibody binding; 360,000 tested, 0.43% active; in the data active = inhibition above about 8.5%
# NR1D1 modulator = modulates human Rev-erb alpha binding to DNA; P20393; Rev-erbα–FITC-DNA binding, fluorescence polarization, 90 min; activity, % at 10 µM; 370,000 tested, 0.79% active; AID 1259318;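 active = activity above about 14%, limit read from the data; passing the limit was not always enough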;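 also: 0% = DMSO wells with 35 nM protein and 100% = DMSO wells with 750 nM protein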
# rCAG binder = binds r(CAG) RNA repeats; r(CAG) RNA repeat, TO-PRO-1 dye displacement fluorescence; inhibition, % at 3 µM; 370,000 tested, 1.3% active;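 active = inhibition above the plate cutoff, the mean of all test compounds on that plate plus 3 SD, cut at about 35% in these data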;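 also: 0% = DMSO alone and 100% = 100 µM mitoxantrone as full dye displacement; higher means more dye released from RNA so lower well fluorescence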
# mABHD4 FP = inhibitors of mouse ABHD4 | Q8VD66 | purified mABHD4, FP-Rh probe fluorescence polarization | inhibition, % at 8.92 µM | 370,000 tested, 0.54% active | AID 720543;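 active = inhibition exceeding the mean over every tested compound plus 3 SD, cut at about 30% in these data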;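 also: 0% = plate median of compound wells and 100% = S159A mutant with DMSO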
#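 Assay system: mABHD4 protein; medium: HEPES pH 7.0, NaCl, Pluronic buffer; dosing: 8.92 µM, single dose; schedule: 45 min + 60 min at 25 °C; signal: FP readout, ex 525 nm / em 598 nm; read-out: normalized percent inhibition of probe labeling; repeats: single replicate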
# MBD2 DNA inh = MBD2-methylated oligo binding inhibition; inhibition, % at 4.4 µM; 370,000 tested, 0.31% active; AID 686964; TR-FRET, MBD2 binding to methylated oligonucleotide; in the data active = inhibition above about 13%
# PRMT1 FP inh = inhibitors of human PRMT1; Q99873; recombinant PRMT1, activity-based probe fluorescence polarization; inhibition, % at 2.79 µM; 370,000 tested, 1.3% active;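 active = inhibition above about 21% made by adding two undisclosed values, limit read from the data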
# TCR-CD3 inh = blocks the human TCR-CD3 interaction; TAMRA-labeled TCR probe fluorescence, biochemical; inhibition, % at 9.4 µM; 360,000 tested, 0.37% active; AID 651800; in the data active = inhibition above about 19%;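 also: recombinant mutant TCR 2C K166C tagged with TAMRA read by polarization; 0% = receptor in buffer alone and 100% = receptor with positive control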
# UHRF1 MBD2 ctr = blocks human UHRF1 binding to methylated DNA | UHRF1 binding to methylated oligo, TR-FRET | inhibition, % at 4.4 µM | 370,000 tested, 0.75% active; in the data active = inhibition above about 21%;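 also: UHRF1 SRA domain binding a hemimethylated CpG hairpin DNA probe; 0% = median of test compound wells and 100% = reference inhibitor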
# Target sequence (Q96T88 whole entry, looked up, the tested form may be a part): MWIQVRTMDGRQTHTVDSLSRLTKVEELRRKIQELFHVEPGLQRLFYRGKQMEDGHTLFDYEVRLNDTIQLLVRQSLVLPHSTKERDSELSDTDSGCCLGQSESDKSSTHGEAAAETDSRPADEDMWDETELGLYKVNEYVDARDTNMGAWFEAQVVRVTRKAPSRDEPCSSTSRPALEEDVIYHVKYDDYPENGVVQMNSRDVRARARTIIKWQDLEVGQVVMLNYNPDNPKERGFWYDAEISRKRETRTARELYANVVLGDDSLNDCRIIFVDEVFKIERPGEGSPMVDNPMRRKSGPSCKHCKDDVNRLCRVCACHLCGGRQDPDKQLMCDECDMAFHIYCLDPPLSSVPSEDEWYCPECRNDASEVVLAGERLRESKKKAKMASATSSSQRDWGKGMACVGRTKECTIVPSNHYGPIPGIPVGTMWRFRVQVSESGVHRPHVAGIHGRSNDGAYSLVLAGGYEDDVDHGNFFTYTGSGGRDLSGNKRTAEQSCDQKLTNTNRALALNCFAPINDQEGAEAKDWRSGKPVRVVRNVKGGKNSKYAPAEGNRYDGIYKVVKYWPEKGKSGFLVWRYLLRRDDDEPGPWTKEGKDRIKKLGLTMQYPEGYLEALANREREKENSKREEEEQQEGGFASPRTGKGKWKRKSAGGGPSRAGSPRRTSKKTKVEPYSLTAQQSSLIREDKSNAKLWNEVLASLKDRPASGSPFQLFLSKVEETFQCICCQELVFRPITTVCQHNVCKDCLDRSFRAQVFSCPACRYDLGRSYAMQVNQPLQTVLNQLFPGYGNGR
# Starred values were filed as active, the others as inactive; . = no result given. The list is partial; the hit share may differ from the screen's.
SMILES,HTRA1 inhibitor,LEDGF integ inh,PG9 Ab binder,NR1D1 modulator,rCAG binder,mABHD4 FP,MBD2 DNA inh,PRMT1 FP inh,TCR-CD3 inh,UHRF1 MBD2 ctr
Cn1c(=O)c2c(nc(Sc3ncccn3)n2Cc2ccccc2Cl)n(C)c1=O,-2,0,1.7,-5,-4,-7,6,5,-4,2
COc1ccc(/C=C2\N=C(SC)SC2=O)cc1OC,-8,5,2.2,2,1,7,-6,1,0,-3
CC(C)(C)NCCCCOc1ccc(F)cc1,-5,-3,1.3,-2,-2,1,-2,-3,-7,-2
COc1cc(OC)c(OC)cc1/C=N/Nc1ncnc2c1[nH]c1ccc(C)cc12,5,1,0.0,-28,0,-3,4,4,-8,1
CCSc1nnc(Cn2c(=O)sc3ccccc32)n1-c1ccc(OC)cc1,3,4,0.2,-1,2,1,1,-3,2,-3
C[N+]1(CCOC(=O)C2(c3ccccc3)CCCC2)CCCCC1,4,0,0.0,3,-1,4,0,2,1,0
COC1=CC(=O)OC(c2cccc(C#N)c2)C1 (stereo not given),.,0,-0.3,3,5,-4,0,-1,0,1
CSc1cccc(NC(=O)c2ccco2)c1,-3,1,-0.9,-2,3,-10,2,8,-6,0
N#Cc1ccccc1NC(=S)NC(=O)C1CCC1,4,-2,-2.1,1,-3,7,-1,1,-3,0
COc1ccc(NC(=O)N(CCN2CCCC2)Cc2cc3cc(OC)c(OC)cc3[nH]c2=O)cc1,2,0,1.0,4,3,3,4,0,-1,5
Cc1nn(-c2ccccc2)c(C)c1NC(=O)COC(=O)c1ccc(NC(=O)CC#N)cc1,-16,-1,0.0,4,14,-38,3,-3,6,-2
Cc1c(C(=O)c2ccccc2)c2ccccn2c1CCC#N,11,4,-1.1,2,1,-2,-4,-7,4,-4
O=C(O)c1cc(-c2ccncc2)nc2ccc(S(=O)(=O)N3CCOCC3)cc12,-7,-1,-1.5,-2,9,-2,-2,2,2,3
CN(C)CCCN1C(=O)C(=O)/C(=C(/O)c2ccncc2)C1c1cccc(Br)c1 (stereo not given),0,0,-1.3,-3,2,2,-3,-2,1,-2
O=C(Nc1ccccc1N1CCOCC1)c1cccc(Oc2ccccc2)c1,-31,2,-0.5,-1,-2,-8,-5,0,5,0
C=CCc1ccc(OCCCOc2ccc(C(=O)O)cc2)c(OC)c1,-7,-2,-0.7,0,14,-11,0,0,7,1
CCS(=O)(=O)n1nc(-c2ccc(Cl)cc2)nc1SC,-9,-1,2.5,6,-3,-3,5,-1,1,0
CCOc1cc(/C=N/O)ccc1OCc1ccc(F)cc1,-7,-1,-1.4,4,-1,-6,-2,0,1,0
CSc1ccc(CN(C)C(=O)c2cccc(S(=O)(=O)N3CCN(Cc4ccccc4)CC3)c2)cc1,-10,2,1.1,13,1,-4,1,0,2,-2
COc1ccccc1Nc1nc(-c2cccc(N3C(=O)c4ccccc4C3=O)c2)cs1,2,-4,-0.1,-4,6,5,0,0,7,-2
O=C(COc1ccc(S(=O)(=O)NCc2ccccc2)cc1Cl)NCC1CCCO1 (stereo not given),-4,-1,-1.1,0,-6,-3,-4,0,0,0
CCOC(=O)[C@]12CCC=C1N(Cc1ccc3c(c1)OCO3)C(=O)[C@H](CC(=O)NCc1ccccc1)C2,.,3,-0.8,0,7,-2,-4,-9,1,-2
COc1ccc(NC2CC(=O)N(C)C2=O)cc1 (stereo not given),7,-1,-2.3,-5,1,10,-2,3,13,1
COC(=O)C1=C(C)N(Cc2ccccc2C(F)(F)F)C(=NCc2ccc3c(c2)OCO3)NC1c1cccc(Cl)c1 (stereo not given),.,-4,-1.6,0,4,1,5,4,-2,3
N#CC1C=Cc2c(ccc3ccccc23)N1C(=O)c1ccccc1 (stereo not given),-8,-1,-0.4,10,5,-2,5,1,-6,-1
# Other compounds follow:
SMILES,HTRA1 inhibitor,LEDGF integ inh,PG9 Ab binder,NR1D1 modulator,rCAG binder,mABHD4 FP,MBD2 DNA inh,PRMT1 FP inh,TCR-CD3 inh,UHRF1 MBD2 ctr
CCCn1c(=O)c2[nH]cnc2n(-c2ccc(Cl)cc2)c1=O,3,0,1.4,-1,0,5,-1,4,-4,-2
COc1ccc(N2CCN(Cc3nc4c(c(=O)[nH]c(=O)n4C)n3CCCc3ccccc3)CC2)cc1,2,-3,2.9,-5,-5,2,0,1,2,3
COc1ccc(NC(=O)C2CCN(c3cc(-c4ccccc4)nc4ncnn34)CC2)cc1OC,-3,1,0.3,-6,11,1,-2,2,2,0
O=C1[C@@H]2[C@H](C(=O)N1C[C@@H](COCc1ccccc1)Oc1cccc3c1S(=O)(=O)N(CCc1ccc(F)cc1)C[C@H](COCc1ccccc1)O3)[C@@H]1C=C[C@H]2C1,.,1,-1.3,-4,10,-5,7,3,-4,0
Cc1ccc(C2CC(c3ccccc3)=NN2c2ccccc2)o1 (stereo not given),-16,1,1.1,2,5,-5,-2,3,9,0
OCCN1CCN(CC(O)COCC2COc3ccccc3O2)CC1 (stereo not given),-1,4,-0.9,-1,-9,-3,0,-1,9,-2
COc1ccc(NS(=O)(=O)c2cccc(C(=O)NCC(c3ccco3)N(C)C)c2)cc1 (stereo not given),-1,-7,1.7,-3,3,6,4,2,-8,3
Nc1ncnc2c1ncn2C1CCCC1,2,-2,-0.8,-2,1,2,0,2,1,2
Cc1cc2nc(-c3cccc(NC(=O)c4ccc(Br)o4)c3C)oc2cc1C,-15,-3,2.7,6,1,-11,5,6,7,0
COc1cc(-c2nc(CCNC(=O)c3ccco3)cs2)cc(OC)c1OC,-3,0,-1.9,-2,-6,0,4,0,5,0
COc1ccc(CN2CCN(C(=O)c3ccc(S(=O)(=O)NCc4ccco4)cc3)CC2)cc1F,-2,-4,-0.9,4,-7,8,2,2,-10,-1
O=C(Nc1ccc(-c2cscn2)cc1)C1CCCN(Cc2ccccc2)C1 (stereo not given),-11,0,0.8,0,1,1,1,-1,8,-2
COc1ccc(C(C)(C)C)cc1NC(=O)CCc1c(C)noc1C,-1,2,1.7,-8,3,4,-2,4,7,0
O=C(CSc1nc2c(c(C(F)(F)F)n1)CCc1ccccc1-2)NCc1ccco1,-11,6,1.7,9,4,-11,-1,26*,-9,1
Cc1noc(C)c1S(=O)(=O)N1CCCC1C(=O)NC(C)(C)C (stereo not given),3,-3,-3.6,-1,0,0,8,1,-10,1
Cc1c(C(=O)N/N=C/c2ccc(Cl)cc2)[nH]c2ccc(Cl)cc12,-15,0,0.7,0,12,-9,0,-4,12,-5
COc1ccc(C(=O)NCCS(=O)(=O)NCc2ccccc2)cc1,7,2,0.2,-4,0,-2,0,-1,10,-1
COc1ccc(-c2nc3ccc(C)cn3c2Cc2ccccc2C(F)(F)F)cc1OC,.,-2,-1.4,6,2,-10,14*,3,-6,21*
CC(C)N(C(=O)[C@H]1C[C@H](CC(=O)NCCC2=CCCCC2)C(=O)N2CCc3c([nH]c4ccc(Cl)cc34)[C@]12C)C(C)C,6,-3,-0.8,2,4,-4,1,0,-4,0
Cn1c(=O)c2sccc2n2c(CCCC(=O)NCc3ccc(F)cc3)nnc12,-4,3,2.1,-1,-2,6,-4,1,5,-1
CC(C)n1c(SCC(=O)Nc2ccccc2)nc2c1c(=O)n(C)c(=O)n2C,-6,-1,-2.4,-1,-2,-4,-2,1,11,-2
Cc1cc(C)nc(NS(=O)(=O)c2ccccc2)n1,0,-1,-1.4,1,0,-7,-3,1,5,-4
CC(=O)Nc1ccc(C(O)(C(F)(F)F)C(F)(F)F)cc1,2,-4,-0.3,-4,-3,-3,1,2,7,-3
Cc1ccc(SCC(=O)OCC(=O)NCCc2ccc(S(N)(=O)=O)cc2)c(C)c1,-1,-4,0.2,13,2,2,3,0,4,0
CCOC(=O)C(=O)Cc1cccnn1,1,22*,1.2,-38,9,13,1,7,14,25*
# The list continues:
SMILES,HTRA1 inhibitor,LEDGF integ inh,PG9 Ab binder,NR1D1 modulator,rCAG binder,mABHD4 FP,MBD2 DNA inh,PRMT1 FP inh,TCR-CD3 inh,UHRF1 MBD2 ctr
CC1(C)NC(=O)N(CCOc2cccc(Oc3ccccc3)c2)C1=O,-2,1,-1.0,-4,-9,3,5,3,1,2
FC(F)(F)c1nc(NCc2cccnc2)c2ccccc2n1,-11,0,0.6,-8,-4,3,2,-2,1,-1
OC(c1ccccc1)(c1nc(-c2ccccc2)cs1)C(F)(F)F (stereo not given),.,2,-0.4,1,1,-34,-1,4,3,-2
O=C(c1ccccc1)C1CCN(CC(=O)N2CCN(c3ccccc3)CC2)CC1,6,0,-2.2,-3,-8,7,1,2,3,0
CCCCNC(=O)OCC(CC)NC(=O)OCC(C)C (stereo not given),13,-1,-1.6,2,-7,1,1,-2,-1,3
O=C(OCn1nnc2ccccc2c1=O)c1cc2ccccc2o1,7,-4,2.3,-2,1,1,-1,-1,-14,5
O=C(c1ccc(Cl)cc1)C1CCN(c2ncnc3sccc23)CC1,.,-2,.,-3,.,-6,3,4,.,-2
CC(=O)N1CCCN(C(=O)c2ccc3nc(Cc4ccccc4F)oc3c2)CC1,-1,-2,-1.1,-2,-3,3,3,2,-8,2
CC(=O)NC1=C(N(C)C2CCS(=O)(=O)C2)C(=O)c2ccccc2C1=O (stereo not given),10,3,-4.7,0,-1,7,-4,3,-7,-6
C=C(C)C(=O)N1CC2(CC(c3cccc(NC(=O)/C=C\C)c3)=NO2)C[C@H]1C(N)=O (stereo not given in full),2,1,-2.9,3,-1,2,2,0,4,-4
S=c1nc(-c2ccccc2)[nH]n1-c1ccccc1,1,-3,4.1,1,4,4,3,6,4,-3
CCOC(=O)CSc1nnc([C@@H](NC(=O)OC(C)(C)C)C(C)C)o1,7,2,-0.6,8,-8,0,-1,2,1,-1
Cc1ccccc1NC(=O)C1CCCN(C(=O)Nc2ccc(F)cc2)C1 (stereo not given),7,-4,-1.5,-3,-4,3,1,-1,6,-1
O=C(O)C(Cc1c[nH]c2ccccc12)NS(=O)(=O)c1ccc(Cl)c(C(F)(F)F)c1 (stereo not given),-8,1,1.3,0,23,0,-4,-2,3,-4
Cc1nc2ccccc2c2oc(C(=O)NCCN3CCN(C)CC3)cc12,0,0,-1.2,1,1,6,6,1,1,7
CCOC(=O)C1(Cc2ccc(OC)cc2)CCN(C(=O)c2ccc3[nH]ccc3c2)CC1,-10,-5,-1.6,1,-5,7,5,4,-7,0
O=c1[nH]cc(C(F)(F)F)cc1NS(=O)(=O)c1ccc([N+](=O)[O-])cc1,2,3,-1.4,-5,2,6,-6,-2,1,-2
CC1NC(=O)N(C)C2NC(=O)N(C)C(c3ccccc3)C12 (stereo not given),-2,-1,1.2,2,2,0,-2,-2,-1,1
COc1ccc(NC(=S)NC(=O)c2csnn2)cc1,3,4,-3.5,0,7,11,6,1,-1,0
COCCn1c(SCc2nnc(-c3ccccc3)o2)nc2sc3c(c2c1=O)CCC3,-4,-2,-0.6,-3,10,-2,0,2,7,0

# Results in PRMT1 FP inh, for 3 of the compounds above:
SMILES,PRMT1 FP inh
C=C(C)C(=O)N1CC2(CC(c3cccc(NC(=O)/C=C\C)c3)=NO2)C[C@H]1C(N)=O (stereo not given in full),0
FC(F)(F)c1nc(NCc2cccnc2)c2ccccc2n1,-2
O=C(c1ccc(Cl)cc1)C1CCN(c2ncnc3sccc23)CC1,4
